Source: PubChem BioAssay
CCT modulator: cytosolic chaperonin activity modulation. purified chaperonin ATPase assay, HTRF ADP detection, 30 min. activity change, % (test concentration not listed), hits read low. 360,000 compounds, 0.3% hits; in the data active means activity change below about -30%; further: on the % scale 0 is the no-effect control and ±100 the full control effect
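Nucleotide hydrolysis assay: TRiC at 20–40 nM final (set by batch activity) with 10 uM ATP, 30 min at 37 °C, in presence of 76 uM compound. Detection by competitive ADP HTRF, 30 min ambient.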
pAkt inh: blocks phosphorylation of Akt. Neuro2A IGF-stimulated pAkt S473 HTRF, 20 min; active compounds read low. activity change, % for hits at 50 µM. 360,000 compounds, 0.32% hits. AID 651550; in the data active means activity change below about -80%; inconclusive means mostly about -51% to -80%; further: on the % scale 0 is the no-effect control and ±100 the full control effect
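Neuro2A cells (4,500/well, DMEM with 0.5% FBS) were treated with compound at a single 50 µM final concentration, stimulated with 6 nM IGF for 20 min at 37 °C, and lysed. Phospho-Akt Ser473 was read by HTRF as 665/615 ratio ×10^4.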
TGFb inhibitor: TGF-b pathway inhibition; HepG2 CAGA-GFP TGF-b/SMAD3 reporter, GFP fluorescence, 18 h; TGF-beta stimulated, 500 pg/mL final; Potency, µM (titrated, usually from 46.1 µM), inactives show at the highest dose activity, negative = inhibition, actives largely listed as inhibitors; 410,000 compounds, 1.2% hits; further: potency means the concentration at half of the fitted maximal effect; on the % scale 0 is the no-effect control and ±100 the full control effect; nearly all actives have a fitted effect of over 65% in size
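HEPG2 CAGA-GFP cells (1000/well, DMEM with 1% FBS) were pre-incubated 2 h at 37 degrees C, given compound by pin tool, then stimulated with TGF-beta at 500 pg/mL final for 18 h before per-cell GFP fluorescence imaging.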
Nrf2 activator: activates Nrf2 signaling; AREc32 ARE-luciferase reporter (MCF7-derived line), luminescence, 24 h; Potency, µM (titrated, usually from 46.1 µM), without a hit: at the highest dose activation, most hits filed as activators; 410,000 compounds, 0.31% hits; AID 624171; further: potency means the concentration at half of the fitted maximal effect; % of control where 0% means no effect; nearly all actives have a fitted effect of over 65% in size
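Luminescent ARE reporter assay in AREc32_Fluc cells: overnight plating at 37 deg C, 24 hr compound incubation, Steady-Glo added, 30 min RT before reading.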
A549 viability: A549 cytotoxicity, counter-screen for Nrf2 inhibitors | A549 ARE-Fluc cells, CellTiter-Fluor viability, 18-24 h | Potency, µM (doses to about 46 µM), inactives show at the top dose activity change, negative = cytotoxicity, most hits filed as inhibitors | 390,000 compounds, 0.16% hits; further: potency means the concentration at half of the fitted maximal effect; on the % scale 0 is the no-effect control and ±100 the full control effect
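A549 ARE-Fluc cells in 5% FBS OPTI-MEM, 5000 cells/well, rested 2 h then exposed to compounds in concentration-response for 18-24 h at 37 °C. Viability by CellTiter-Fluor fluorescence (Ex 405/Em 525) after 30 min; luciferase luminescence (BugLite, 15 min, RT) read afterwards.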
HepG2 viability: counter-screen for TGF-b inhibitors: cytotoxicity in HepG2 cells | AID 588856 | Potency, µM (doses to about 46.1 µM), without a hit: at the top dose activity change, negative = cytotoxicity, hits mostly cytotoxic | 410,000 compounds, 0.76% hits | HepG2 CAGA-GFP viability, ATP luminescence, 18 h; further: potency means the concentration at half of the fitted maximal effect; some results filed as inactive show a strong effect at the top dose
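HepG2 CAGA-GFP cells (1000/well, DMEM with 1% FBS) received compound, then TGF-beta at 500 pg/mL final, and were incubated 18 hours at 37 degrees C. Viability was read by CellTiter-Glo luminescence. Media-only wells were set as complete cell-killing and DMSO as no toxicity.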
Abeta yeast res: compounds reversing amyloid beta toxicity in yeast; yeast expressing A-beta42, growth rescue, OD600, 48 h; response scale: 0% DMSO, 100% iron-clioquinol control; Potency, µM (doses to about 46.1 µM), without a hit: top-dose growth rescue, hits mostly activators; 410,000 compounds, 0.063% hits; AID 1347071; further: potency means the concentration at half of the fitted maximal effect; nearly all actives have a fitted effect of over 55% in size
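Yeast A-beta toxicity model in growth medium with pinned compounds, 48 h at 30 C; growth read as absorbance at 600 nm. Normalized to FeCl3/clioquinol equimolar mix (positive) and DMSO (negative).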
Nrf2 inh: blocks Nrf2 signaling. A549 ARE-Fluc reporter, luciferase luminescence, 18-24 h. Potency, µM (series often up to 46 µM), for inactives: at the highest dose activity change, negative = inhibition, actives largely listed as inhibitors. 360,000 compounds, 2.1% hits. AID 504444; further: potency means the concentration at half of the fitted maximal effect; on the % scale 0 is the no-effect control and ±100 the full control effect; nearly all actives have a fitted effect of over 60% in size
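Nrf2 function is reported as luminescence of an ARE-controlled luciferase in A549 cells. Compounds were tested at several concentrations, and a CellTiter-Fluor read on the same wells flagged cytotoxicity.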
Mm-Cpn inhibitor: blocks the Methanococcus maripaludis chaperonin Mm-Cpn; purified Mm-Cpn ATPase, ADP Transcreener TR-FRET; Potency, µM (titrated, usually from 76.9 µM), inactives show top-dose activity, negative = inhibition, usual class: inhibitors; 330,000 compounds, 0.031% hits; AID 504842; further: potency means the concentration at half of the fitted maximal effect; on the % scale 0 is the no-effect control and ±100 the full control effect; nearly all actives have a fitted effect of over 80% in size
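Eu-cryptate anti-ADP/ADP-d2 competition gives a ratio inversely related to ADP. Enzyme at 25 nM was pre-exposed to compound for 10 min, then given 10 uM ATP for 30 min, 37°C throughout.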
An asterisk follows results filed as active; i = inactive; ? = inconclusive; / = no result given; [ ] = remark or other dose. Unless noted, the call rests on the fitted dose curve; in most records, active means well fitted curve in the direction sought with a large enough effect; inconclusive means small, poorly fitted or top-dose-only effect, or another doubt; inactive means no such curve, though single readings can be large; an effect the other way counts as inactive or inconclusive.

Molecule,CCT modulator,pAkt inh,TGFb inhibitor,Nrf2 activator,A549 viability,HepG2 viability,Abeta yeast res,Nrf2 inh,Mm-Cpn inhibitor
COC(=O)[C@]12CCCCC=C1N(Cc1ccc(Cl)cc1Cl)C(=O)[C@H](CC(=O)N1CCN(C(=O)C3CC3)CC1)C2,-0.3,i,/,3.4%,/,/,-1%,/,/
Cn1c(=O)cc(Cl)[nH]c1=O,1.1,i,-3%,-1.1%,-4%,8%,-7%,-4%,0%
COc1ccc(C)cc1NC(=O)Cn1c(=O)ccc2cc(S(=O)(=O)N3CCC(C)CC3)ccc21,/,/,?,3.0%,0%,-18%,1%,/,/
COc1cc(CCC(=O)Nc2ccc(C)c(S(=O)(=O)N(C)C)c2)cc(OC)c1OC,-3.9,i,-17%,2.2%,-14%,1%,-4%,23µM*,3%
CCOC(=O)c1sc2nc(OCCN3CCOCC3)cc(C)c2c1N,0.4,i,/,3.4%,/,/,-2%,/,/
Cc1cc(C)cc(N2C(=O)CC(Cn3nc(C)cc3C)C2=O)c1 (centres undefined),-0.6,i,10%,-0.2%,-7%,-41%,17%,-8%,0%
CC(=C\c1ccccc1)/C=C1/SC(=S)N(CCCC(=O)O)C1=O,-0.1,i,2%,-2.1%,-9%,-22%,-8%,-21%,0%
CC(C)CCC[C@@H](C)[C@H]1CC[C@H]2[C@@H]3C(=O)C=C4C[C@@H](O)CC[C@]4(C)[C@H]3CC[C@]12C,-1.2,i,24%,0.1%,2%,4%,-22%,0%,0%
O=C(c1c(Cl)cccc1Cl)N1CCN(c2ncccn2)CC1,-1.5,i,8%,-0.7%,12%,-4%,3%,-1%,1%
O=C(Oc1ccc(=O)[nH]n1)c1ccccc1,1.2,i,0%,0.4%,/,-3%,0%,/,/
CCOC(=O)C(=Cc1ccc(Br)cc1)C(=O)OCC,0.5,i,18µM*,?,?,14µM*,-45%[inhibitor],18µM*,-1%
Cc1ccc(C(=O)Nc2ccc3c(c2)n(C)c(=O)c(=O)n3C)cc1,/,/,6%,0.9%,-4%,-1%,16%,-24%,/
COc1ccc(-c2noc(CN(C)CCC3CCCCO3)n2)cc1 (centres undefined),0.3,i,-10%,0.4%,8%,-92%,-4%,1%,3%
Oc1ccc(/C=N/N2CCN(C3c4ccccc4-c4ccccc43)CC2)cc1,-0.3,i,13µM*,-0.4%,1%,18µM*,-7%,8%,-1%
CCN(CC)S(=O)(=O)c1cc(NC(=O)C(C)N2CCN(c3ccccn3)CC2)ccc1C (centres undefined),-2.1,i,-16%,0.8%,-9%,-18%,0%,?,1%
CCNC(=O)C1(C)CCN(C(=O)c2ccc(OC)c(OC)c2)C1 (centres undefined),-0.1,i,5%,-0.5%[9.22 µM],/,15%,4%,/,/
COc1ccc(N(C)S(=O)(=O)c2cccc(C(=O)NCC(c3ccco3)N3CCCC3)c2)cc1 (centres undefined),-2.5,i,-27%,2.6%,-8%,-1%,8%,-5%,1%
Cc1ccc(NC(=O)CN(C)CC(=O)N(CC(C)C)c2c(N)n(CC(C)C)c(=O)[nH]c2=O)c(C)c1,0.7,i,10%,0.5%,4%,3%,1%,0%,1%
CCOC(=O)C1(Cc2cccc(OC)c2)CCN(CCO)CC1,-0.6,i,12%,-0.5%,2%,1%,?,8%,-1%
Cc1onc(-c2c(F)cccc2Cl)c1C(N)=S,0.4,i,0%,-0.4%,7%,-3%,-6%,?,-1%
COc1ccc(-c2cc(C(=O)Nc3ccc(C(N)=O)cc3)c3ccccc3n2)cc1OC,1.7,i,?,0.4%,-2%,-166%,-11%,13%,4%
COc1ccc(COC(=O)C2=C(C)NC(=O)NC2c2cccc(Br)c2)cc1 (centres undefined),0.5,i,?,5.9%,-5%,-27%,7%,?,-1%
C[C@H]1CN([C@@H](C)CO)C(=O)CCCn2nncc2CO[C@H]1CN(C)C(=O)Nc1ccccc1,0.7,i,-10%,1.5%,/,-18%,-4%,/,/
Cc1cc(Cl)ccc1OCCCC(=O)Nc1cc(S(=O)(=O)N2CCOCC2)ccc1N1CCOCC1,0.9,i,22%,0.1%,-17%,-12%,-1%,?,/
COc1ccc(NC(=O)C2CCCN(S(=O)(=O)c3cnc[nH]3)C2)cc1 (centres undefined),-0.3,i,-3%,-0.6%,-1%,3%,7%,-5%,1%

Arranged by value in CCT modulator (highest first): 3 of the compounds above.
SMILES	CCT modulator	pAkt inh	TGFb inhibitor	Nrf2 activator	Mm-Cpn inhibitor
COc1ccc(COC(=O)C2=C(C)NC(=O)NC2c2cccc(Br)c2)cc1 (centres undefined)	0.5	i	?	5.9%	-1%
CCOC(=O)c1sc2nc(OCCN3CCOCC3)cc(C)c2c1N	0.4	i	/	3.4%	/
CCOC(=O)C1(Cc2cccc(OC)c2)CCN(CCO)CC1	-0.6	i	12%	-0.5%	-1%

Shown as a hit in TGFb inhibitor, among the entries above:
SMILES	CCT modulator	pAkt inh	TGFb inhibitor	Nrf2 activator	Mm-Cpn inhibitor
CCOC(=O)C(=Cc1ccc(Br)cc1)C(=O)OCC	0.5	i	18µM*	?	-1%
Oc1ccc(/C=N/N2CCN(C3c4ccccc4-c4ccccc43)CC2)cc1	-0.3	i	13µM*	-0.4%	-1%

Other structures
Molecule,CCT modulator,pAkt inh,TGFb inhibitor,Nrf2 activator,A549 viability,HepG2 viability,Abeta yeast res,Nrf2 inh,Mm-Cpn inhibitor
CN(CC(=O)Nc1ccccc1Cl)C(=O)c1ccccc1SCC(=O)N1CCCC1,-0.5,i,18%,-0.7%,2%,-11%,-5%,14%,0%
COC1OCC(O)C(NC(=O)N(C)N=O)C1O (centres undefined),1.3,i,1%,0.1%,/,0%,-3%,/,/
COc1cccc(C(=O)OCC(=O)NCc2ccc3c(c2)OCO3)c1OC,1.6,i,-10%,0.3%,6%,-53%,4%,-10%,1%
COc1ccc(/C=N/n2c(=O)[nH]c3c([nH]c4ccc(C)cc43)c2=O)cc1CN1CCOCC1,1.9,i,30%,-0.6%,0%[1.84 µM],3%,2%,7%,-2%
CCC(Sc1nc2ccsc2c(=O)n1Cc1ccc(C(=O)O)cc1)C(=O)Nc1cc(Cl)ccc1C (centres undefined),0.1,i,5%,-0.1%,/,3%,0%,/,/
CCn1c2ccccc2c2cc(C#N)c(N)nc21,-1.7,i,5%,6.0%,1%,3%,-10%,-14%,/
C[C@@]12CC[C@H]3OC(=O)C=C3C1CC[C@@]13CC(CCC12)[C@](CO)(O[C@H]1O[C@H](CO)[C@@H](O)[C@H](O)[C@H]1O)C3 (some centres undefined),-1.5,i,0%,0.2%,1%,1%,-20%,-5%,2%
COc1cc(/C=C(\C#N)c2nn(CCO)c(N)c2C#N)cc(OC)c1OC,-1.4,i,-4%,15%,-1%,3%,-6%,-14%,-1%
CCOc1ccc(C(=O)N2CCc3cc(OC)c(OC)cc3C2COc2ccc3c(C)cc(=O)oc3c2)cc1OCC (centres undefined),/,/,-3%,-0.1%,13%,-31%,9%,-17%[9.27 µM],/
COc1ccc(CC(=O)Nc2ccc(S(=O)(=O)NC(C)C)cc2)cc1,1.6,i,-9%,0.2%,-17%,-20%,9%,-26%,-1%
Cc1ccc(S(=O)(=O)Nc2ccccc2F)cc1C(=O)NCc1ccco1,0.8,i,1%,-0.2%,1%,11%,-13%,-8%,-1%
CC(=O)N1c2ccc(S(=O)(=O)N3CCC(C(=O)Nc4ccccn4)CC3)cc2CC1C (centres undefined),-1.4,i,-1%,-0.7%,-6%,-9%,16%,18µM*,2%
Cc1cccc(OCC(=O)Nc2ccc(NC(=O)c3ccco3)cc2)c1,0.2,i,-13%,-0.9%,-6%,-32%,-5%,0%,0%
CCOC(=O)CCC(=O)N1CCNC(=O)C1,-3.3,i,3%,-1.2%,-11%,5%,-13%,10%,0%
O=C(Nc1ccc2c(c1)OCO2)c1cc2n(n1)C(C(F)(F)F)CC(c1ccccc1)N2 (centres undefined),-3.6,i,-8%,0.1%,3%,0%,3%,-16%,1%
C=CCn1c(SCC(=O)Nc2cc(NC(C)=O)ccc2OC)nnc1-c1ccccn1,0.4,i,-9%,-0.4%,-7%,8%,-16%,?,0%
CCCCn1c(N)c(N(CCC(C)C)C(=O)C2CC(=O)N(c3ccc(OC)cc3OC)C2)c(=O)[nH]c1=O (centres undefined),-0.7,i,-1%,0.2%,0%,3%,1%,-9%,1%
Cc1ccc(C(=O)Cc2cc3ccccc3oc2=O)c(C)c1,-1.9,i,-5%,5.0%,-2%,-19%,2%,24%,-9%
CCO[C@H]1OC(C(=O)N2CCOCC2)=C[C@@H](c2ccccc2)[C@@H]1CCCO,0.6,i,?,0.1%,-4%,0%,-11%,-2%,/
